# High-throughput results (PubChem)
# FBPA Giardia inh: qHTS Assay for Inhibitors of Fructose-1,6-bisphosphate Aldolase from Giardia Lamblia | A8B2U2 | 290,000 tested, 0.71% active | AID 2451, 2010 | purified Giardia FBPA | Potency, µM (doses to about 59.6 µM), for inactives: top-dose activity, negative = inhibition, actives largely listed as inhibitors; further: potency means the concentration at half of the fitted maximal effect; on the % scale 0 is the no-effect control and ±100 the full control effect; nearly all actives have a fitted effect of over 55% in size
# Target sequence (A8B2U2 whole entry, looked up): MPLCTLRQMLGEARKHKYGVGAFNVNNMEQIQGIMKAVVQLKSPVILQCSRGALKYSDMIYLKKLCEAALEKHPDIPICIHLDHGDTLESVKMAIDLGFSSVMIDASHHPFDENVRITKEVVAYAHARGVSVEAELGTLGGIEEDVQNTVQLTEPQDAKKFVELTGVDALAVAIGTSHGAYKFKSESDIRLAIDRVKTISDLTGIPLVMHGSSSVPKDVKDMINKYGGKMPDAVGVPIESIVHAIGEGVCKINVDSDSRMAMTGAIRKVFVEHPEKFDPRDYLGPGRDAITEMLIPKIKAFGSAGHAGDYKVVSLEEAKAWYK
#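 Giardia FBPA (40 nM reagent) was preincubated 10 min at RT with compound (up to 57.5 uM final), then substrate plus GAPDH/TPI/NAD/arsenate coupling system with diaphorase/resazurin was added; resorufin fluorescence (525/598 nm) was read after 20 min.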
# AmpC no deterg: qHTS Inhibitors of AmpC Beta-Lactamase (assay without detergent) | P00811 | AmpC nitrocefin hydrolysis, absorbance 480 nm, 0.0001% Triton | Potency, µM (highest dose often 57.1 µM), inactives show at the highest dose activity change, negative = inhibition, hits mostly inhibitors | 330,000 tested, 0.52% active | AID 485341, 2010;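 further: potency means the concentration at half of the fitted maximal effect; plate controls were no compound for no effect and no enzyme for full effect; nearly all actives have a fitted effect of over 20% in size; some results filed as inactive show a strong effect at the top dose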
# Target sequence (P00811 whole entry, looked up): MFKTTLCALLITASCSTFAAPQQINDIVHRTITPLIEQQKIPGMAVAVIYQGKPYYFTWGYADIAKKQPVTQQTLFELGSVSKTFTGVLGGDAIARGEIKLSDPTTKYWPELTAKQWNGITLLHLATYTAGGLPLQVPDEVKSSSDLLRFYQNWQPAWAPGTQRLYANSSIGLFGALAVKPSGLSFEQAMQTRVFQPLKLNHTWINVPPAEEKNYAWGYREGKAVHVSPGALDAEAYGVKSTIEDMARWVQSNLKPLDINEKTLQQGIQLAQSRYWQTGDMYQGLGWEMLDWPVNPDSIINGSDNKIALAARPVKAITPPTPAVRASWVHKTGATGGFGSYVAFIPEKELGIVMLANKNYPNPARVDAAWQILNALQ
#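 20 mM phosphate pH 7.0 + 0.01% (detergent screen) or 0.0001% Triton X-100; 5.3 nM AmpC reagent; cpd preinc 15 min RT; nitrocefin (800 uM stock) to start; A480 q20 s × 4 min; Activity was normalised to no-enzyme and no-compound control wells.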
# Shiga inhibitor: A qHTS for Small Molecule Inhibitors of Shiga Toxin | inhibition, % at 38.7 µM | 290,000 tested, 9.2% active | Vero cells, Shiga toxin protein synthesis inhibition reporter | AID 2315, 2010; in the data active means inhibition mostly above about 28%, no sharp cut-off; inactive means mostly below about 43%; further: 0% is about no effect
# HCMV antiviral: qHTS Assay for inhibitors of the human cytomegalovirus (HCMV); 410,000 tested, 4.5% active; activity change, negative = inhibition, % at 57.5 µM; HFF cells, HCMV-luciferase reporter, 72 h; active compounds read low; in the data active means activity change below about -60%; inconclusive means no clear call, values can overlap the other calls; inactive means above about -39%; further: on the % scale 0 is the no-effect control and ±100 the full control effect
#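 Compounds were evaluated in HFFs infected with an HCMV luciferase reporter virus (MOI 1 PFU/cell). Luciferase in lysates collected 72 h post infection served as the replication measure.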
# AMA1 RON2 block: qHTS for Inhibitors of AMA1-RON; Towards Development of Antimalarial Drug Lead: Primary Screen; Plasmodium falciparum AMA1 (3D7) - RON2 peptide interaction; AlphaScreen AMA1-biotinylated RON2 peptide binding; Potency, µM (doses to about 58.2 µM), for inactives: at the top dose activity change, negative = inhibition, usual class: inhibitors; 360,000 tested, 0.2% active; AID 720542, 2013;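 further: potency means the concentration at half of the fitted maximal effect; 0% = vehicle wells and -100% = peptide control; nearly all actives have a fitted effect of over 45% in size; some results filed as inactive show a strong effect at the top dose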
#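 AMA1 (3D7) with his tag at 25 nM final met compounds first, then biotinylated RON2 peptide at 25 nM; detection used donor plus acceptor beads, 10 µg/mL apiece, read by AlphaScreen after 30 min at room temperature.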
# CHX counter: Cycloheximide Counterscreen for Small Molecule Inhibitors of Shiga Toxin. cell reporter, cycloheximide protein synthesis inhibition counterscreen. max response, %. 300,000 tested, 12% active; in the data active means max response mostly above about 13%, no sharp cut-off; inactive means mostly below about 14%; further: read at 38.3 µM for the half of the compounds with a filed dose; 0% is about no effect
# AmpC inh detg: qHTS Inhibitors of AmpC Beta-Lactamase (assay with detergent). P00811. AmpC hydrolysis of nitrocefin, absorbance 480 nm, 0.01% Triton. Potency, µM (highest dose often 114 µM), for inactives: top-dose activity change, negative = inhibition, actives largely listed as inhibitors. 370,000 tested, 0.041% active;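 further: potency means the concentration at half of the fitted maximal effect; 0% = no-compound wells and -100% = no-enzyme wells; nearly all actives have a fitted effect of over 25% in size; some results filed as inactive show a strong effect at the top dose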
#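 20 mM phosphate pH 7.0 + 0.01% (detergent screen) or 0.0001% Triton X-100; 5.3 nM AmpC reagent; cpd preinc 15 min RT; nitrocefin (800 uM stock) to start; A480 q20 s × 4 min; Activity was normalised to no-enzyme and no-compound control wells.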
# * = called active by the depositor; ? = inconclusive; · = not tested or not shown; & = joins results of further samples; [ ] = another dose, or the depositor's remark. Unless noted, the call rests on the fitted dose curve; in most records, active means well fitted curve in the direction sought with a large enough effect; inconclusive means small, poorly fitted or top-dose-only effect, or another doubt; inactive means no such curve, though single readings can be large; an effect the other way counts as inactive or inconclusive.
SMILES,FBPA Giardia inh,AmpC no deterg,Shiga inhibitor,HCMV antiviral,AMA1 RON2 block,CHX counter,AmpC inh detg
O=C(COc1ccc2c(C(F)(F)F)cc(=O)oc2c1)Nc1ccc2c(c1)OCCO2,5%,-8%,14,-26,3%,5,2%
O=[N+]([O-])c1cccc(OCc2cn3cccnc3n2)c1,1%,-22%,14,-14,-11%,20*,7%
CCOC(=O)C1(CCc2ccccc2)CCN(C(=O)C2=C(C)OCCO2)CC1,5%,118%[activator],42*,-35,-10%,22*,-5%
O=C(CSc1nc2ccccc2c(=O)n1-c1ccc(F)cc1)Nc1ccc(C(=O)O)cc1,10%,-32%,-17,36,10%,-2,0%
Cc1occc1C(=O)N1CCN(c2ccc(Cl)c(Cl)c2)CC1,8%,31%,-19,?,-11%,1,1%
O=C(CSc1nnc(-c2ccccc2Cl)n1Cc1ccco1)Nc1ccc2c(c1)OCCO2,-2%,-15%,4,0,-8%,13*,-14%
COc1ccccc1NC(=O)CSc1nc(=O)n(CCN2CCOCC2)c2c1CCC2,·,?,·,-14,-1%,·,?
CCn1c(=S)sc2c(=O)n(CC(=O)Nc3ccc(Cl)cc3)c(C)nc21,7%,7.1µM*,-5,3,-7%,-7,-3%
CC1(C)C(=O)Nc2ccccc2N1C(=O)CSc1nnc2c(Cl)cc(Cl)cn12,3%,-28%,-3,-14,-4%,-2,?
CC(C)Cc1cc(C(=O)N2CCC(N3CCC(C(=O)N4CCCC4)CC3)CC2)n[nH]1,0%,107%[activator],1,1,-3%,-1,-2%
Cc1ccc(C)c2[nH]c(=O)c(C(c3nnnn3C(C)(C)C)N3CC=C(c4ccc(F)cc4)CC3)cc12 (stereo unspecified),-14%,6%,-15,4,-6%,-3,-6%
Cc1cc[n+](CC(=O)Nc2nc3ccccc3s2)cc1,0%,-22%,3,-25,-9%,6,-6%
Cc1c(N2C(=O)C(=O)/C(=C(/O)c3ccccc3)C2c2ccc(F)cc2)c(=O)n(-c2ccccc2)n1C (stereo unspecified),7%,-20%,-14,-35,1%,-3,-6%
CCNS(=O)(=O)c1c(C)cc(C)c(N(C)S(=O)(=O)c2ccccc2)c1C,1%,2%,24,-33,-5%,4,7%
Cn1cc([N+](=O)[O-])c(C(=O)Nc2ccn(C34CC5CC(CC(C5)C3)C4)n2)n1,0%,17%,2,-95*,10%,15*,-2%
Cc1ccnc(NC(=O)c2c(-c3ccccc3Cl)noc2C)c1,6%,-17%,64*,20,0%,21*,?
COc1ccc(OCc2cccc(C(=O)O)c2)cc1,13%,-8%,52*,-18,-10%,9,3%
CC(C(=O)O)n1c(-c2ccn[nH]2)n[nH]c1=S (stereo unspecified),-16%,-8%,16,47,28%,1,4%
Cc1sc2ccccc2[n+]1CCC(C)S(=O)(=O)[O-] (stereo unspecified),-10%,2%,-8,8,-3%,-3,?
O=C(Cn1c(=O)oc2ccccc21)Nc1ccc(S(=O)(=O)N2CCCCC2)cc1,1%,-26%,2,4,4%,-1,?
O=[N+]([O-])c1ccccc1S(=O)(=O)Nc1cccc(-c2ccc(N3CCOCC3)nn2)c1,·,-25%,·,43,11%,·,-15%
COc1ccc(C(=O)NCCc2cccc(Cl)c2)cc1OC1CCN(C(C)=O)CC1,·,150%[activator],5,5,-3%,11,-1%
O=C(CSc1nnnn1C1CCCC1)Nc1ccccc1N1CCOCC1,-1%,23%,21,-35,-2%,-2,-10%
COc1ccc(N(CC(=O)NCc2ccc3c(c2)OCO3)S(C)(=O)=O)cc1OC,3%,-2%,21,21,-4%,2,2%
Nc1nc(Cl)c2ncn(C3OC(CO)C(O)C3O)c2n1 (stereo unspecified),0%,-6%,·,1,-17%,·,-6%
COc1cc(C(NC=O)C(=O)Nc2c(C)cccc2C)ccc1O (stereo unspecified),2%,0%,-7,?,-1%,1,12%
O=C(CCc1nc2ccccc2c(=O)[nH]1)N1CCN(S(=O)(=O)c2ccc(Cl)c(C(F)(F)F)c2)CC1,·,-13%,·,-4,3%,·,-18%
N#Cc1ccc(Oc2cccnc2)cc1C#N,2%,-8%,-10,-7,-2%,-2,1%
CSCC[C@H](NC(=O)OC(C)(C)C)C(=O)N/N=C/c1ccc2nccnc2c1,6%,27%,3,-23,-8%,6,6%
CC1CCc2cc(F)ccc2N1C(=O)c1cccnc1 (stereo unspecified),4%,-3%,·,-15,6%,-1,?
COC(C(=O)Nc1ccc(F)cc1F)c1ccccc1 (stereo unspecified),6%,-3%,-7,59,-12%,1,1%
O=C(c1cccc(C(F)(F)F)c1)N1CCC(O)(CS(=O)(=O)Cc2ccccc2Cl)CC1,4%,52%,-5,-13,-9%,-5,-1%
O=C(NCc1ccc(Cl)cc1)c1cc(=O)[nH]c2ccccc12,0%,-6%,11,-26,-10%,3,-13%
COC(=O)c1ccc(C(=O)OC)c(NC(=O)COC(=O)C2CC2C)c1 (stereo unspecified),6%,-5%,-18,0,34%,-2,-10%
Cc1ccc(NC(=S)N2CCCCCC2)cc1,-10%,-9%,75*,-11,7%,37*,-9%
CCOc1cc(/C=C2\SC(=NC)N(C)C2=O)cc(Cl)c1OC(C)=O,-2%,1%,-5,19,11%,-2,-2%
CCc1cc2c(Nc3ccc(O)cc3)nc(C)nc2s1,?,-8%,-5,-7,-10%,4,1%
O=C(COc1ccc(-n2cnnn2)cc1)NC1CCCCC1,0%,-13%,-5,25,27%,-3,-14%
CC(C)C(=O)Nc1ccccc1N1CCN(S(C)(=O)=O)CC1,2%,0.28µM*,-4,12,?,-3,1%
CSc1ccccc1NC(=O)CN(C)CC(=O)Nc1ccccc1F,-25%,-18%,18,-10,-11%,-2,-1%
O=C(OCC(=O)N1CCc2ccccc21)[C@@H]1CC(O)CN1S(=O)(=O)c1ccccc1[N+](=O)[O-] (stereo partly specified),·,24%,·,17,10%,·,·
CSc1nnc(C)c(/C=C/NOCc2ccc(Cl)cc2)n1,?,-13%,11,-40,-15%,16,-5%
COC(=O)C1=C(c2ccc(OC(F)(F)F)cc2)C[C@@H]2CC[C@H]1N2C(=O)N1CCC(O)CC1,·,177%[activator],·,-30,2%,·,-2%
Cn1cccc1-c1cc(C(=O)N/N=C/c2ccc(F)cc2)[nH]n1,5%,-36%,15,-13,1%,12,4%
COc1ccc(Nc2ccc(N3C(=O)CCC3=O)cc2[N+](=O)[O-])cn1,1%,1%,-11,-33,1%,-5,2%
CCn1cc(CNC(=O)/C=C/c2cnn(C)c2)c(C)n1,-3%,-17%,14,-30,-8%,-1,-1%
COC(=O)c1c(C)oc(C)c1S(=O)(=O)N1CCOCC1,8%,-12%,-6,16,-3%,1,-6%
CC(=O)Nc1ccc(NC(=O)C2CC(=O)Nc3nc4ccccc4n32)cc1 (stereo unspecified),5%,-4%,-8,0,-1%,-3,-9%
CC1(C)Oc2ccc3ccc(=O)oc3c2/C(=C/NNC(N)=S)C1=O,22%,-40%,-10,14,82%[activator],-2,4%
O=C(O)CSCC(=O)N1CCN(Cc2ccc3c(c2)OCO3)CC1,4%,-3%,-1,·,4%,3,6%

# An excerpt of these results, tab-delimited:
SMILES	FBPA Giardia inh	AmpC no deterg	Shiga inhibitor	HCMV antiviral	AMA1 RON2 block	CHX counter	AmpC inh detg
CCc1cc2c(Nc3ccc(O)cc3)nc(C)nc2s1	?	-8%	-5	-7	-10%	4	1%
O=C(COc1ccc(-n2cnnn2)cc1)NC1CCCCC1	0%	-13%	-5	25	27%	-3	-14%
CC(C)C(=O)Nc1ccccc1N1CCN(S(C)(=O)=O)CC1	2%	0.28µM*	-4	12	?	-3	1%
CSc1ccccc1NC(=O)CN(C)CC(=O)Nc1ccccc1F	-25%	-18%	18	-10	-11%	-2	-1%
O=C(OCC(=O)N1CCc2ccccc21)[C@@H]1CC(O)CN1S(=O)(=O)c1ccccc1[N+](=O)[O-] (stereo partly specified)	·	24%	·	17	10%	·	·
CSc1nnc(C)c(/C=C/NOCc2ccc(Cl)cc2)n1	?	-13%	11	-40	-15%	16	-5%
COC(=O)C1=C(c2ccc(OC(F)(F)F)cc2)C[C@@H]2CC[C@H]1N2C(=O)N1CCC(O)CC1	·	177%[activator]	·	-30	2%	·	-2%
Cn1cccc1-c1cc(C(=O)N/N=C/c2ccc(F)cc2)[nH]n1	5%	-36%	15	-13	1%	12	4%
COc1ccc(Nc2ccc(N3C(=O)CCC3=O)cc2[N+](=O)[O-])cn1	1%	1%	-11	-33	1%	-5	2%
CCn1cc(CNC(=O)/C=C/c2cnn(C)c2)c(C)n1	-3%	-17%	14	-30	-8%	-1	-1%
COC(=O)c1c(C)oc(C)c1S(=O)(=O)N1CCOCC1	8%	-12%	-6	16	-3%	1	-6%
CC(=O)Nc1ccc(NC(=O)C2CC(=O)Nc3nc4ccccc4n32)cc1 (stereo unspecified)	5%	-4%	-8	0	-1%	-3	-9%

# Next entries
SMILES,FBPA Giardia inh,AmpC no deterg,Shiga inhibitor,HCMV antiviral,AMA1 RON2 block,CHX counter,AmpC inh detg
Cc1sccc1/C=N/NC(=O)c1ccco1,·,-2%,-22,29,0%,7,8%
CN1CCN(c2ncnc3c2cnn3-c2ccc(Cl)cc2)CC1,3%,-1%,66*,79,-5%,42*,?
Cc1ccc(C(=O)N2CCCC2)cc1S(=O)(=O)Nc1ccccc1,-6%,-9%,-4,24,-3%,-2,-4%
COCCCNC(=O)CCC(=O)NNc1nc2ccccc2c2nc(C)nn12,-4%,-15%,-8,7&-4,-5%,-7,11%&14%
COc1ccc(-n2nc3c(N4CCC(C(=O)NCCc5ccccc5C)CC4)nnc(C)c3c2C)cc1,·,33%,-7,·,-2%,-6,0%
CCC(=O)NC(=S)NNC(=O)c1ccc(O)cc1,-9%,180%[activator],24,37,85%[activator],23*,-5%
